Assay outcomes (PubChem BioAssay)
HP1b chromo inh = HP1-beta chromodomain-methylated histone interaction inhibition. AlphaScreen HP1-beta / biotin-H3K9me3 peptide binding. Potency, µM (highest dose often 114 µM), for the others: at the highest dose activity change, negative = inhibition, usual class: inhibitors. hit rate 0.56% among 390,000. AID 540317; note: nearly all actives have a fitted effect of over 70% in size; inactives centre near 23
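HP1-beta protein (50 nM final) preincubated 30 min at room temperature with biotinylated H3(1-18)K9me3 peptide (50 nM) in PBS pH 7.4, 0.01% Tween-20, then compound added for 30 min. AlphaScreen streptavidin donor/nickel chelate acceptor beads (10 ug/mL final), 30 min dark, luminescence read.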
Pin1 inh = blocks the human prolyl isomerase Pin1 | Pin1 FP peptide displacement, HiFluor488, 10 min | hit rate 0.009% among 390,000 | Potency, µM (top dose mostly 115 µM), inactives show at the top dose activity, negative = inhibition, usual class: inhibitors | Q13526; active = well fitted inhibition curve with a large enough effect in the polarisation, with a control signal flat, not every such curve was filed as active; inconclusive = small, poorly fitted or top-dose-only effect, or effect the other way, or a change in a side signal; inactive = no such curve, though single readings can be large or run the other way; the % refers to the polarisation; note: % is set by controls: 0 for no effect and ±100 for the full control effect
BAZ2B inh = BAZ2B (human) inhibition; Q9UIF8; AlphaScreen BAZ2B-H3K14Ac peptide displacement; Potency, µM (highest dose often 114 µM), inactives show at the top dose activity change, negative = inhibition, most hits filed as inhibitors; hit rate 4.4% among 360,000; note: % is set by controls: 0 for no effect and ±100 for the full control effect; nearly all actives have a fitted effect of over 60% in size
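BAZ2B 50 nM plus b-H3(5-23)K14Ac 50 nM, PBS pH 7.4/0.01% Tween-20, 30 min RT; compound added (max 110 uM), 30 min RT; streptavidin donor/Ni-chelate acceptor beads 10 ug/mL final, 20 min dark; AlphaScreen read.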
G9a block = inhibitors of human histone lysine methyltransferase G9a | Q96KQ7 | hit rate 8.8% among 350,000 | Potency, µM (titrated, usually from 102 µM), inactives show top-dose activity, negative = inhibition, actives largely listed as inhibitors | G9a H3K9 monomethylation, AlphaScreen, 2 h; note: % is set by controls: 0 for no effect and ±100 for the full control effect; nearly all actives have a fitted effect of over 75% in size
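Methyltransferase reactions run at room temperature for 2 h (20 nM enzyme, 500 nM biotin-H3K9 peptide, 20 uM SAM) after a 15 min compound preincubation; product detected by AlphaScreen beads and anti-H3K9me1 antibody.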
BLM inh = Bloom syndrome helicase (human) inhibition. Potency, µM (series often up to 56.1 µM), for the others: top-dose activity change, negative = inhibition, actives largely listed as inhibitors. P54132. recombinant BLM DNA unwinding, fluorescence dequenching. hit rate 0.2% among 350,000;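 note: plate controls were vehicle for no effect and no enzyme for full effect; nearly all actives have a fitted effect of over 35% in size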
JMJD2A Tudor = JMJD2A Tudor domain (human) inhibition | AlphaScreen JMJD2A-Tudor / H3K4me3 peptide binding | Potency, µM (doses to about 114 µM), for the others: top-dose activity change, negative = inhibition, actives largely listed as inhibitors | hit rate 4.4% among 390,000 | AID 504339; note: % is set by controls: 0 for no effect and ±100 for the full control effect; nearly all actives have a fitted effect of over 50% in size
Pol iota inh = DNA polymerase iota (human) inhibition; Pol iota fluorescent replication assay, 10 min; Potency, µM (series often up to 115 µM), without a hit: at the highest dose activity, negative = inhibition, most hits filed as inhibitors; hit rate 1% among 390,000; AID 588590
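Fluorescent replication assay read twice, at 0 min and 10 min after adding 50 nM (final) substrate. Enzyme (10 nM) and compounds were first incubated 15 min at room temperature; enzyme-free buffer wells were negative controls.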
PGK inhibitor = blocks T. brucei phosphoglycerate kinase; PGK/GAPDH coupled, Kinase-Glo luminescence, 60 min; hit rate 0.043% among 380,000; AID 602233; P07378; Potency, µM (doses to about 57.5 µM), inactives show at the highest dose activity change, negative = inhibition, usual class: inhibitors; note: % is set by controls: 0 for no effect and ±100 for the full control effect; nearly all actives have a fitted effect of over 60% in size
Target sequence (P07378 whole entry, looked up): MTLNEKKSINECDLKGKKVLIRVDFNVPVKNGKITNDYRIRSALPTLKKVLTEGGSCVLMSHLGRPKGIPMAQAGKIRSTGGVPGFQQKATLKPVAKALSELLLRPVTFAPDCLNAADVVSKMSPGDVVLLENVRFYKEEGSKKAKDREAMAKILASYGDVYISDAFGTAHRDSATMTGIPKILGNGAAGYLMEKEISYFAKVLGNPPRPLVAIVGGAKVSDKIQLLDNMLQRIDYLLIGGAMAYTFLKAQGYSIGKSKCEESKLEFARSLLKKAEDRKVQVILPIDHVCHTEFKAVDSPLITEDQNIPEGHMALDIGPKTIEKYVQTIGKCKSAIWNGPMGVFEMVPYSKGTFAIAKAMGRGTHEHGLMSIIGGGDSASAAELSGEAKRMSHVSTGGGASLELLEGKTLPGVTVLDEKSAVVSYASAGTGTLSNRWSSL
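Luminescent ATP detection (Kinase-Glo Plus) follows a 60-minute room-temperature incubation, with wells lacking PGK as controls. Buffer: 100 mM TEA (pH 7.6), 5 mM MgCl2, 0.01% Tween-20. Coupling enzyme GAPDH (100 nM final) supplies unstable 1,3-BPG in-well.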
GLS inhibitor = glutaminase GLS (human) inhibition. GLS enzymatic activity, qHTS titration. hit rate 0.21% among 410,000. AID 624170. O94925. Potency, µM (doses to about 45.5 µM), for inactives: at the highest dose activity change, negative = inhibition, usual class: inhibitors; note: % is set by controls: 0 for no effect and ±100 for the full control effect
Target sequence (O94925 whole entry, looked up): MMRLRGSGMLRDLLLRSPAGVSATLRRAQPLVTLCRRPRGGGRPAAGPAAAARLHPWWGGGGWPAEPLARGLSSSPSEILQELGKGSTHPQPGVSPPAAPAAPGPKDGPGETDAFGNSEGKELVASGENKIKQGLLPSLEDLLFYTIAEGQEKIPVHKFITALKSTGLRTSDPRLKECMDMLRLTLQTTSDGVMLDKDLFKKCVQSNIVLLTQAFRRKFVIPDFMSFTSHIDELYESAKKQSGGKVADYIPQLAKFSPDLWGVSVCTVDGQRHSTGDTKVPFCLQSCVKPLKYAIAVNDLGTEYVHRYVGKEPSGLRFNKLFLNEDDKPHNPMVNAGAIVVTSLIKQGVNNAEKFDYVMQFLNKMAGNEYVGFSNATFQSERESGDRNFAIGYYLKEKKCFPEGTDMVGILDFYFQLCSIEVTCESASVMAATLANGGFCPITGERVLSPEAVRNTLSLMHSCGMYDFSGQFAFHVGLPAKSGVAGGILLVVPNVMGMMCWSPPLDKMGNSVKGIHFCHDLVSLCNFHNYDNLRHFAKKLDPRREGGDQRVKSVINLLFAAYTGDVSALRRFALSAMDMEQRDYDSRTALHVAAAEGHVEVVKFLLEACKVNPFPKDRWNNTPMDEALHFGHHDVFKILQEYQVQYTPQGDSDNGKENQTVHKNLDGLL
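Two-point fluorescence kinetic (t0, 30 min RT) for hKGA; glutamate detected via glutamate oxidase–HRP–Amplex Red. Substrate: 1 mM L-glutamine solution; buffer 45 mM KH2PO4, pH 8.2.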
* marks the source's active call; other numbers are inactive results; i = inactive; ? = inconclusive; · = not tested or not shown; & = joins results of further samples; [ ] = another dose, or the depositor's remark. Unless noted, calls come from the whole dose curve; as a rule, active = well fitted curve in the direction sought with a large enough effect; inconclusive = small, poorly fitted or top-dose-only effect, or another doubt; inactive = no such curve, though single readings can be large; an effect the other way counts as inactive or inconclusive. Potency is the fitted concentration of half-maximal effect.

Key to letters: A = HP1b chromo inh; B = Pin1 inh; C = BAZ2B inh; D = G9a block; E = BLM inh; F = JMJD2A Tudor; G = Pol iota inh; H = PGK inhibitor; I = GLS inhibitor
canonical_smiles: O=C1CC(N2CCN(c3cccc(C(F)(F)F)c3)CC2)C(=O)N1c1ccccc1F (stereo unspecified)
  A: 42%[activator]; B: 16%; C: 11%; D: -9%[59 µM]; E: -5%; F: -6%; G: -12%; H: -5%; I: -3%

canonical_smiles: COC(=O)CSC(C)C(=O)Nc1nnc(C(C)C)s1 (stereo unspecified)
  A: 78%[activator]; B: 1%; C: ·; D: -34%; E: 5%; F: -7%; G: 1%; H: ·; I: 0%

canonical_smiles: Cc1cc(C)n(C(=O)CNC(=O)C(c2ccccc2)c2ccccc2)n1
  A: 16%; B: 7%; C: 1%; D: 16%[59 µM]; E: 2%; F: -17%; G: 14%; H: i; I: 3%

canonical_smiles: CCOC(=O)c1cc2c(=O)n3ccccc3nc2n(CCCOC)c1=NC(=O)C(C)Oc1ccccc1 (stereo unspecified)
  A: 21%; B: 4%; C: 5%; D: 6%[59 µM]; E: -3%; F: -18%; G: 25%; H: 9%; I: 11%

canonical_smiles: Cc1cc([N+](=O)[O-])nn1CC(=O)N1CCc2ccccc2C1
  A: 11%; B: 0%; C: 10%; D: 4%[59 µM]; E: 1%; F: -10%; G: 2%; H: -3%; I: 1%

canonical_smiles: COc1cccc(N(CC(=O)NC2CCCCC2)C(=O)Cn2nnc(-c3ccc(C)o3)n2)c1
  A: -6%; B: 23%; C: -14%; D: ?; E: -2%; F: -15%; G: 93%[activator]; H: -3%; I: 4%

canonical_smiles: Cc1ccc2c(=O)c(C(=O)c3ccc(F)cc3)cn(CC(=O)NCc3ccccc3)c2n1
  A: 23%; B: ?; C: 8%[57.1 µM]; D: -12%[59 µM]; E: -3%; F: -8%; G: 4%; H: i; I: -2%

canonical_smiles: CN(C)S(=O)(=O)c1cccc(NC(=O)COC(=O)c2cc(=O)c3ccccc3o2)c1
  A: 10%; B: -4%; C: -1%; D: ·; E: -4%; F: -6%; G: -1%; H: -6%; I: 4%

canonical_smiles: CS(=O)(=O)N(CC(=O)N1CCC(C(N)=O)CC1)c1cc(C(F)(F)F)ccc1Cl
  A: 50%[activator]; B: -2%; C: 0%; D: 1%; E: -6%; F: 0%; G: 59%[activator]; H: 5%; I: 8%

canonical_smiles: Cc1cc2c(=O)n(C)c(SCC(=O)Nc3cccc(O)c3)nc2s1
  A: -3%; B: -3%; C: 3%; D: ?; E: -5%; F: -20%; G: -29%; H: -6%; I: 6%

canonical_smiles: CCCC(C(=O)OCCN(CC)CC)(c1ccccc1)c1ccccc1
  A: 1%; B: -1%; C: ·; D: 0%[59 µM]; E: -6%; F: -36%; G: -6%[58.9 µM]; H: -3%; I: 7%&15%

canonical_smiles: Cc1nc2cc(-c3ccccc3)nn2c(C)c1CCC(=O)Nc1ccc(F)cc1F
  A: 20%; B: -1%; C: -7%; D: -42%[59 µM]; E: -6%; F: -5%; G: 6%; H: 1%; I: 0%

canonical_smiles: CC(=O)c1cc(F)c(N2CCN(C(=O)COc3ccc(F)cc3)CC2)cc1C
  A: 14%; B: -1%; C: 1%; D: 21%[59 µM]; E: 0%; F: -7%; G: 3%; H: 0%; I: 11%

canonical_smiles: NCC(O)(c1ccc(Cl)cc1)c1ccc(Cl)cc1
  A: 48%[activator]; B: 3%; C: ?; D: -14%; E: -5%; F: -7%; G: 5%; H: ·; I: -10%

canonical_smiles: Cc1c(C(=O)Nc2ccccc2Br)oc2ccc(S(=O)(=O)N3CCOCC3)cc12
  A: -6%; B: -1%; C: 9%; D: 2%[59 µM]; E: -4%; F: -15%; G: -2%; H: -3%; I: 9%

canonical_smiles: Cn1c2ccccc2c(=O)c2c(=O)n(-c3ccccc3)c(-c3ccc(C(C)(C)C)cc3)nc21
  A: 36%; B: 12%; C: -22%; D: -6%; E: 1%; F: -31%; G: 21%; H: -1%; I: 3%

canonical_smiles: CCOC(=O)CSc1nc2ccc(C)cc2[nH]1
  A: 35%[activator]; B: -10%; C: -9%; D: -15%[59 µM]; E: 3%; F: -18%; G: -5%; H: -2%; I: 4%

canonical_smiles: CC(CN1C(C)CCCC1C)OC(=O)c1ccccc1F (stereo unspecified)
  A: 42%[activator]; B: -10%; C: 0%; D: 3%; E: -2%; F: 1%; G: 21%; H: 6%; I: 4%

canonical_smiles: Cc1ccc(C(=O)NC2CCN(CC(=O)Nc3c(C)cc(C)cc3C)CC2)cc1
  A: 32%; B: 1%; C: 6%; D: 6%[0.501 µM]; E: -8%; F: -3%; G: 121%[activator]; H: -3%; I: -15%

canonical_smiles: CN(c1ccccc1)S(=O)(=O)c1ccc(C(=O)Nc2nnc(C3CC3)o2)cc1
  A: 12%; B: -1%; C: ?; D: 8%; E: -7%; F: -24%; G: -4%; H: -3%; I: -12%

canonical_smiles: CCn1c(=O)n(CC)c2cc(N3CCCC3)c(NC(=O)c3cccc(OC)c3)cc21
  A: -9%[57 µM]; B: 1%; C: ?; D: ·; E: 0%; F: ?; G: 10%; H: -8%; I: -7%

canonical_smiles: Cc1ccc(NC(=O)CSc2nc3ccccc3nc2N2CCOCC2)cc1
  A: 34%&46%; B: 16%&21%; C: -1%&0%; D: 16%[59 µM]; E: -2%&-8%; F: -18%&-4%; G: -9%&20%; H: -5%&8%; I: 8%&12%

canonical_smiles: CCOC(=O)c1cc(C(C)(C)C)nc(SC)c1C#N
  A: 184%[activator]; B: 0%; C: 130%[activator]; D: 478%[activator]; E: -9%; F: 117%[activator]; G: 30%[activator]; H: -1%; I: -7%

canonical_smiles: COc1cc(NS(=O)(=O)c2ccc(NC(=O)c3cccs3)cc2)nc(OC)n1
  A: -3%; B: -5%; C: -15%; D: -14%; E: -3%; F: -19%; G: 124%[activator]; H: -10%; I: -8%

canonical_smiles: CCOc1ccc(NC(=O)CN2CCN(CC(=O)Nc3ccc(C(N)=O)cc3)CC2)cc1
  A: 32%; B: -3%; C: 2%; D: 50µM*; E: -9%; F: 5%; G: 8%; H: 7%; I: -3%

An excerpt from above in order of their number in JMJD2A Tudor, descending.
Key to letters: A = HP1b chromo inh; B = Pin1 inh; C = BAZ2B inh; D = G9a block; E = BLM inh; F = JMJD2A Tudor; G = Pol iota inh; H = PGK inhibitor; I = GLS inhibitor
canonical_smiles: CC(CN1C(C)CCCC1C)OC(=O)c1ccccc1F (stereo unspecified)
  A: 42%[activator]; B: -10%; C: 0%; D: 3%; E: -2%; F: 1%; G: 21%; H: 6%; I: 4%

canonical_smiles: CS(=O)(=O)N(CC(=O)N1CCC(C(N)=O)CC1)c1cc(C(F)(F)F)ccc1Cl
  A: 50%[activator]; B: -2%; C: 0%; D: 1%; E: -6%; F: 0%; G: 59%[activator]; H: 5%; I: 8%

canonical_smiles: Cc1ccc(C(=O)NC2CCN(CC(=O)Nc3c(C)cc(C)cc3C)CC2)cc1
  A: 32%; B: 1%; C: 6%; D: 6%[0.501 µM]; E: -8%; F: -3%; G: 121%[activator]; H: -3%; I: -15%

canonical_smiles: NCC(O)(c1ccc(Cl)cc1)c1ccc(Cl)cc1
  A: 48%[activator]; B: 3%; C: ?; D: -14%; E: -5%; F: -7%; G: 5%; H: ·; I: -10%

canonical_smiles: CCOC(=O)c1cc2c(=O)n3ccccc3nc2n(CCCOC)c1=NC(=O)C(C)Oc1ccccc1 (stereo unspecified)
  A: 21%; B: 4%; C: 5%; D: 6%[59 µM]; E: -3%; F: -18%; G: 25%; H: 9%; I: 11%

canonical_smiles: CN(c1ccccc1)S(=O)(=O)c1ccc(C(=O)Nc2nnc(C3CC3)o2)cc1
  A: 12%; B: -1%; C: ?; D: 8%; E: -7%; F: -24%; G: -4%; H: -3%; I: -12%

The list continues.
Molecule,HP1b chromo inh,Pin1 inh,BAZ2B inh,G9a block,BLM inh,JMJD2A Tudor,Pol iota inh,PGK inhibitor,GLS inhibitor
COc1ccc(-c2sc3ccccc3c2C#CC2(O)CCCCC2)cc1,51%[activator],0%,46%[activator],·,-16%,-3%,-3%,0%,2%
CCCCCOC(=O)c1[nH]c2c(c1C)C(=O)CC(c1ccco1)C2 (stereo unspecified),?,1%,56µM*,40µM*,-14%,35µM*,?,-13%,3%
CC1(C)c2ccccc2C(=O)c2ccccc21,73%[activator],5%,·,·,·,34%,191%[activator],-5%,4%
COc1ccc(/C=C/C(=O)c2ccccn2)cc1,5%,-9%,?,40µM*,-17%,-25%,65%[activator],-4%,-10%
Cc1ccc(C(=O)OCC(=O)NNC(=O)c2ccc([N+](=O)[O-])cc2)o1,34%,-7%,?,-36%[0.501 µM],·,-13%,-5%,-1%,21%
O=C(Nc1c2c(nn1-c1ccccc1)CS(=O)C2)c1ccco1 (stereo unspecified),7%,3%,2%,41%[activator],-2%,-18%,27%,4%,5%
CC(C)C[C@@]12C(=O)N(c3ccc(Br)cc3)C(=O)N1[C@H](c1ccc(Br)cc1)[C@@H]1C(=O)N(C(C)(C)C)C(=O)[C@@H]12,21%,6%,-28%,-3%,-6%,-25%,14%,6%,7%
O=C(CCCNC(=O)/C(=C/c1ccc(Br)cc1)NC(=O)c1ccccc1)OCc1ccccc1,19%,6%,-1%,-5%,0%,4%,1%,-3%,2%
CCN(CC(=O)NCc1cccs1)C(=O)/C=C/c1cccc(OC)c1OC,20%,-14%,-3%,-25%,·,-6%,23%,-6%,1%
COc1ccc(C)cc1S(=O)(=O)N(C)CC(=O)Nc1ccc2c(c1)OCCO2,28%,-6%,3%,8%[12.7 µM],0%,-21%,12%,·,-2%
COc1ccc(-c2cccc(NS(=O)(=O)c3cc([N+](=O)[O-])ccc3C)c2)nn1,14%,3%,-30%,-47%,·,-18%,22%,11%,-1%
CCCn1c2ccccc2c2cnn(CC(=O)NCCCN(Cc3ccccc3)C(C)C)c(=O)c21,12%,9%,-4%,-2%[59 µM],1%,-9%,15%,-4%,8%
Cc1ccc(CCNC(=O)C2CCCN2S(=O)(=O)c2ccc3c(c2)CCC(=O)N3)cc1 (stereo unspecified),22%,3%,-6%,11%[59 µM],-2%,-13%,-6%,-8%,1%

Only part of the results is shown; the hit share may differ from the screen's.
